High-throughput results: PubChem, Sanford-Burnham Center for Chemical Genomics
Rat MKP-3 inhibitors = inhibition of rat DUSP6 enzyme activity – biochemical, in vitro, primary screen (AID 425). hit rate 0.17% among 110,000. inhibition, % at 20 µM; hits with a dose series show IC50 in µM. recombinant MKP-3 phosphatase activity, fluorescence; higher % means a stronger effect; in the data active means inhibition above about 50%;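 further: plate controls were vehicle for no effect and reference inhibitor for full effect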
Hsp70 inhibitors = small molecules displacing fluorescent ligand from Hsp70 – biochemical, fluorescence polarization, primary screen (AID 583) | Hsp70 fluorescence polarization probe displacement, mP; higher % means a stronger effect | displacement, % at 20 µM; hits with a dose series show IC50 in µM | hit rate 0.06% among 140,000; in the data active means displacement above about 50%;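 further: plate controls were vehicle for no effect and reference ligand for full effect; a part of the inactive calls stands beside numbers as strong as those of hits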
Active calls of the source: *; x = not tested or not shown; & = joins results of further samples. Only part of the results is shown; the hit share may differ from the screen's.

Hsp70 inhibitors	Rat MKP-3 inhibitors	Molecule
-0.2%	-3%	CSc1nnc2c3c4c(sc3nc(-n3nc(C)cc3C)n12)COC(C)(C)C4
0.7%	0%	CCCCOC(=O)c1ccc(NC(=O)c2ccc(OC)c(Br)c2)cc1
-3.4%&-1.2%	3%	COc1ccc(/C=N/S(=O)(=O)c2cccs2)cc1
-2.8%	4%	COc1ccc(S(=O)(=O)N2CCN(C(=O)COc3ccccc3)CC2)cc1
4.8%	-12%	CC1CCN(C(=O)c2ccc3c(c2)OCCO3)CC1
5.3%	2%	COc1ccc(CNc2cc(C)nc3ncnn23)c(OC)c1
0.9%	2%	Cc1ccc(-c2cn(S(=O)(=O)c3cccc4nsnc34)nc2N)cc1
1.1%	-1%	CCc1nnc(NC(=O)c2cc(-c3ccc(OC)cc3)nc3ccccc23)s1
-2.0%	2%	COc1ccc([N+](=O)[O-])cc1NC(=O)C1CCCCC1C(=O)O (configuration not stated)
0.7%	-2%	CCOC(=O)N1CCN(c2nc(N(c3ccccc3)c3ccccc3)nc(-n3ccnc3)n2)CC1
1.5%	x	NC(=O)CSc1nnc(-c2cccnc2)n1Cc1ccccc1
-6.5%	-4%	Cc1cc(NC(=O)CSc2nc3c(c(=O)n2-c2ccccc2)SC(C)C3)no1 (configuration not stated)
-5.6%	4%	CC(=O)N(c1ccc(C)cc1)c1nc(-c2ccccc2)c(-c2ccccc2)s1
2.7%	5%	CC1CCN(c2nc(-c3ccccc3)nc3ccccc23)CC1
8.0%	x	Cc1ncc(S(=O)(=O)c2ccccc2)c(-c2ccccc2)n1
5.4%	2%	O=C1C(=O)N(CCCn2ccnc2)C(c2ccc(Cl)cc2)/C1=C(\O)c1ccc(Cl)cc1 (configuration not stated)
-3.2%	x	C=CCn1c(NCc2c[nH]c3ccccc23)nc2ccccc21
-0.2%	-2%	COCCOC(=O)c1ccc(NC(=O)COc2ccc3c(C)cc(=O)oc3c2)cc1
-5.0%	x	CCOc1ccc(CN(C(=O)c2oc3cc(C)ccc3c2C)C2CCS(=O)(=O)C2)cc1 (configuration not stated)
2.2%	1%	CCC1CCc2c(sc(NC(=O)C3CCCC3)c2C(N)=O)C1 (configuration not stated)
5.5%	2%	CCOC(=O)/C(N=O)=C(\O)C1CCN(C(=O)OCC)CC1
6.7%	-8%	COc1ccc(S(=O)(=O)N2CCN(C)CC2)cc1C
1.6%	-6%	CN1CC(=O)N(C)c2ncn(Cc3ccccc3)c2C1=O
-1.3%	-2%	COc1cc(C(=O)NCCc2ccc3c(c2)OCCO3)ccc1OCC(=O)N1CCOCC1
2.3%	-1%	Cn1cc(S(=O)(=O)Cc2ccc(F)cc2)c2ccccc21
-3.4%	2%	COc1ccccc1N1CCN(C(=O)C(c2ccccc2)c2ccccc2)CC1
-3.4%	2%	O=C(NC(=S)Nc1ccccc1O)c1cccnc1
6.3%	x	COc1cccc(CN2C(=O)Nc3ccccc3C(=O)N2C(C)(C)C)c1
10%	x	Cc1cc(OCc2ccc(C(=O)n3cccn3)o2)ccc1Cl
-5.3%&-0.5%	0%&4%	COc1ccc(Cl)cc1NC(=O)C1CCCO1 (configuration not stated)
-7.2%	-9%	COc1ccc(N2CCN(CCCNS(=O)(=O)c3c(C)noc3/C=C/N(C)C)CC2)cc1
3.2%	x	CC(=O)N1CCN(C(=O)CSc2nc3c(cnn3-c3ccccc3)c(=O)[nH]2)CC1
4.1%	-1%	Cc1cnc(NC(=O)C2CC3CCC2C3)s1 (configuration not stated)
-3.8%	-8%	CCNC(=O)C1CC(=O)N(c2ccc(OCC)cc2)C1 (configuration not stated)
-3.1%	x	CCCN(CC1CC1)C(=O)COC(=O)c1[nH]c(C)c(C(=O)OCC)c1C
4.7%	3%	Cc1cccc(-c2nc(CN3CCCC(C(=O)NC4CCC(C)CC4)C3)c(C)o2)c1 (configuration not stated)
1.2%	-1%	CCOC(=O)c1c(NC(C)=O)sc2c1CC(C)(C)OC2
0.4%	0%	CC1=C(C(=O)Nc2ccc(Cl)cc2)C(c2ccco2)NC(=O)N1 (configuration not stated)
2.6%	-3%	O=C(Cn1c(CN2CCCCC2)nc2ccccc2c1=O)Nc1ccccc1
1.4%&-2.8%	-4%&1%	COc1ccccc1-n1c(SCC(=O)Nc2ccccc2C)nc(O)cc1=O
-0.8%	2%	COC(=O)C1=C(C)NC2=C(C(=O)c3ccccc32)C1c1ccc(-c2ccccc2C(=O)O)o1 (configuration not stated)
-1.6%	9%	CCOc1ccc(Nc2nc(Cc3nnc(SCC(=O)O)o3)cs2)cc1
-4.9%	2%	Cc1cc(CN2CCOCC2)oc1C(=O)O
-1.7%	2%	CS(=O)(=O)c1ccc2nc(N)sc2c1
0.8%	2%	Cc1ccc2c(C)nc(NC3=NCN(Cc4ccccc4)CN3)nc2c1
4.2%	-4%	Cn1nnnc1SCC(=O)N(C1CCCCC1)C1CCCCC1
-3.3%&1.7%	-10%&6%	Nc1nc(-c2ccccc2)cc(N2CCCCC2)n1
-1.7%	0%	Cc1ccc(-n2c3c(cc(C(=O)O)c2=O)C(=O)CC(C)(C)C3)cc1
3.1%	x	C=CCn1c(C(C)NC(=O)CCC)nc2ccccc21 (configuration not stated)
1.0%	1%	CC(C)(C)c1ccc(C(=O)N2CCC(C(=O)NCC3CCCO3)CC2)cc1 (configuration not stated)

The list goes on:
Hsp70 inhibitors	Rat MKP-3 inhibitors	Molecule
-2.2%	-6%	C=CCOc1ccc(C2N3CC4(CC)CN2CC(CC)(C3)C4=O)cc1 (configuration not stated)
-15%	-16%	CCOc1ccc(-c2cn(CCC#N)cn2)cc1
2.9%	-1%	COC(C)(C)c1cc(-c2ccccc2)nc(N)n1
-7.0%	1%	O=C1/C(=C\N2CCOCC2)c2ccccc2C(=O)N1c1ccccc1
-1.4%	7%	O=C(NCCc1ccc2c(c1)OCO2)C1CCN(S(=O)(=O)c2ccc(Cl)cc2)CC1
2.3%	x	Cc1nn(CC(=O)Nc2ccc3c(c2)nc(CCN2CCCCC2)n3C)c(=O)c2ccccc12
-5.9%	2%	C/C(=C\c1ccccc1)c1nc(-c2ccccc2O)n(-c2ccccc2)n1
-1.8%	4%	CCOC(=O)c1ccc(NCc2cc(Br)ccc2O)cc1
3.8%	-7%	CSc1nnc2c(n1)OC(C1CC=C(C)CC1)Nc1ccccc1-2 (configuration not stated)
-4.4%	4%	C=C(C)CC1(O)CC(c2ccccc2)NC(c2ccccc2)C1CC (configuration not stated)
-3.6%	-11%	COc1ccccc1-n1cnc(N)c1C(=O)c1ccccc1
1.1%	x	CCc1ccc(N(C)S(=O)(=O)c2ccc3[nH]cc(C(=O)NCCN4CCOCC4)c(=O)c3c2)cc1
-2.8%	4%	O=C(Nc1ccc2ccccc2c1)c1cnccn1
2.8%	-7%	NC(=O)c1nc(N2CCOCC2)nc(N2CCOCC2)n1
-4.0%	7%	COc1ccc2cc3cc(C(=O)NCCCN4CCOCC4)oc3nc2c1
-4.5%	6%	COc1ccccc1CNC(=O)CN(c1ccc(Oc2ccccc2)cc1)S(C)(=O)=O
5.5%	5%	COc1cnn(-c2ccccc2)c(=O)c1N(C)C
3.8%	0%	NS(=O)(=O)c1ccc(CNC(=O)c2ccc(Cl)cc2[N+](=O)[O-])cc1
-0.5%	-3%	COC(=O)C(=C/C(C)=C/N1CCOCC1)C(=O)OC
1.5%	-2%	CC(C)Oc1ccccc1NC(=O)c1ccc(F)c2ccccc12
-2.1%	-6%	O=C(CS(=O)(=O)Cc1ccccc1)Nc1cccnc1
4.4%	2%	CCOc1ccccc1Nc1ncnc2ccccc12
x	-4%	CCCc1nc2sc3c(c2c(=O)n1N)CCC3
-3.1%	4%	COC(=O)c1c(C(=O)OC)c(C)n(Cc2cccnc2)c1C
4.2%	-8%	O=C1CSC(=O)N1CC(O)COc1ccc(Cl)cc1 (configuration not stated)
3.0%	0%	CCOC(=O)C1=C(O)CSC1=Nc1cccc2ccccc12
-6.3%	-15%	O=C(CSc1nc2ccccc2c(=O)n1CCCO)NCc1ccccc1
7.3%	-6%	CCOc1ccc(C2C(C(=O)c3ccco3)=C(O)C(=O)N2Cc2cccnc2)cc1OC (configuration not stated)
-5.0%	-12%	CCC1CCCCN1Cc1ccc(OC)c(OC)c1 (configuration not stated)
-2.9%	6%	O=C(CSc1nncs1)NC(=O)NCc1ccccc1
0.8%	10%	COc1cc2c(cc1OC)CN(C(=O)CSc1nnc(C)s1)CC2
7.9%	1%	CC1(C)Cc2ccccc2C2CC(O)C(=O)N21 (configuration not stated)
1.6%	x	CCCn1c(N)c(C(=O)CSc2nc(C)cs2)c(=O)[nH]c1=O
-5.9%	4%	C=CCn1c(SCn2nnc3ccccc3c2=O)nnc1-c1ccc(F)cc1
-2.5%	1%	O=C(c1c(Cl)cccc1Cl)N1CCN(c2ccc(F)cc2)CC1
-0.8%	5%	CC(=O)N1CCN(c2cc(N3CCC(C)CC3)c(F)cc2[N+](=O)[O-])CC1
-0.4%	-2%	CCC(c1nnnn1C(C)(C)CC)N(CCCO)Cc1cc2cccc(C)c2[nH]c1=O (configuration not stated)
-3.4%	x	OCCN1CCN(CC(O)COc2ccc(Cl)cc2)CC1 (configuration not stated)
2.8%	0%	O=C(Nc1c(C(=O)N2CCOCC2)cnn1-c1ccccc1)c1cccs1
9.4%	x	O=C(NNC(=O)c1ccccc1[N+](=O)[O-])c1cnccn1
0.6%	-4%	Cc1nc2ccccc2c2oc(C(=O)NC3CC3)cc12
3.0%	-1%	Cc1nc2n[nH]c(N)c2c2c1COC(C)(C)C2
2.8%	1%	Cc1ccc(S(=O)(=O)/N=C/c2ccc(Cl)cc2Cl)cc1
1.3%	x	COCc1[nH][nH]c(=O)c1C=Nc1ccc(F)cc1F
1.1%	2%	CCc1ccccc1NC(=O)c1ccc(F)c(S(=O)(=O)N2CCC(C(N)=O)CC2)c1
2.3%	1%	Cc1[nH]n(-c2ccccc2)c(=O)c1/C=C1\C=c2ccccc2=N1
5.1%	-2%	Cc1ccccc1OCc1nnc(SCC(=O)NCc2ccccc2)n1C
1.9%	-6%	COc1ccc(CCNc2oc(-c3ccco3)nc2C#N)cc1
-5.0%	x	O=C1/C(=C/c2cccc3ccccc23)CCCc2ccccc21
2.3%	-1%	COC(=O)C1=CNC=C(C(=O)OC)C1c1cc(OC)c(Br)cc1OC

Next part:
Hsp70 inhibitors	Rat MKP-3 inhibitors	Molecule
2.0%	-19%	O=C(O)C1C2C=CC(C3CC23)C1C(=O)O (configuration not stated)
-1.9%	x	Cc1ccc(NC(=O)c2ccnc(C(C)(C)C)c2)cc1
-3.4%	-1%	CN1C(=O)NC(=O)/C(=C/c2ccc(OCC(=O)O)cc2)C1=O
-3.2%	4%	O=C(CCCOc1ccccc1)Nc1cc(C(F)(F)F)ccc1Cl
7.6%	-1%	CCCCOc1ccc(C)cc1CN(CCO)CCO
-1.8%	3%	COC(=O)C1CCN(C(=O)COC(=O)c2n[nH]c3ccccc23)CC1
5.7%	-5%	Cc1ccccc1N(CC(=O)NCc1ccncc1)S(C)(=O)=O
0.5%	-1%	FC(F)(F)c1cc(-c2ccccc2)nc(-n2cncn2)n1
5.8%	-5%	O=C(COC(=O)CCC(=O)c1ccc2c(c1)OCCO2)NCc1ccc2c(c1)OCO2
3.9%	-14%	Cc1cc(N2CCCC2)nc(-c2ccccc2O)n1
-1.7%	2%	CCOc1ccccc1NC(=O)C(=O)NCc1ccc(Cl)cc1
-1.5%	3%	O=C(COc1ccccc1)N1N=C(c2ccccc2)CC1(O)C(F)(F)F (configuration not stated)
-2.9%	5%	CN(C)CCCNCCCNC(=O)c1ccco1
0.9%	-10%	Cn1c(=O)[nH]c(=O)c2c1nc(CN1CCN(c3cccc(Cl)c3)CC1)n2Cc1ccccc1Cl
0.2%	-3%	CCOC(=O)C1CCN(Cc2ccc(F)c(Br)c2)CC1
-3.3%	-16%	O=C(c1ccc(-n2cnnn2)cc1)N1CCN(C(c2ccccc2)c2ccccc2)CC1
4.2%	0%	COc1ccc(CNC(=O)c2cc(-c3ccccc3O)n[nH]2)cc1
2.0%	x	CC(O)Cn1c(=O)c2c(nc(Br)n2Cc2ccccc2)n(C)c1=O (configuration not stated)
0.3%	x	O=C1[C@@H]2[C@H](C(=O)N1Cc1cccnc1)[C@H]1C=C[C@@H]2C1
-1.9%	2%	S=c1nc(-c2ccccc2)[nH]n1-c1ccccc1

In the list so far, 13 have a Cl atom.
Hsp70 inhibitors	Rat MKP-3 inhibitors	Molecule
5.4%	2%	O=C1C(=O)N(CCCn2ccnc2)C(c2ccc(Cl)cc2)/C1=C(\O)c1ccc(Cl)cc1 (configuration not stated)
10%	x	Cc1cc(OCc2ccc(C(=O)n3cccn3)o2)ccc1Cl
-5.3%&-0.5%	0%&4%	COc1ccc(Cl)cc1NC(=O)C1CCCO1 (configuration not stated)
0.4%	0%	CC1=C(C(=O)Nc2ccc(Cl)cc2)C(c2ccco2)NC(=O)N1 (configuration not stated)
-1.4%	7%	O=C(NCCc1ccc2c(c1)OCO2)C1CCN(S(=O)(=O)c2ccc(Cl)cc2)CC1
3.8%	0%	NS(=O)(=O)c1ccc(CNC(=O)c2ccc(Cl)cc2[N+](=O)[O-])cc1
4.2%	-8%	O=C1CSC(=O)N1CC(O)COc1ccc(Cl)cc1 (configuration not stated)
-2.5%	1%	O=C(c1c(Cl)cccc1Cl)N1CCN(c2ccc(F)cc2)CC1
-3.4%	x	OCCN1CCN(CC(O)COc2ccc(Cl)cc2)CC1 (configuration not stated)
2.8%	1%	Cc1ccc(S(=O)(=O)/N=C/c2ccc(Cl)cc2Cl)cc1
-3.2%	4%	O=C(CCCOc1ccccc1)Nc1cc(C(F)(F)F)ccc1Cl
-1.7%	2%	CCOc1ccccc1NC(=O)C(=O)NCc1ccc(Cl)cc1
0.9%	-10%	Cn1c(=O)[nH]c(=O)c2c1nc(CN1CCN(c3cccc(Cl)c3)CC1)n2Cc1ccccc1Cl
